# Screening results as filed in PubChem BioAssay.
# TSG101-PTAP inh: qHTS Assay for Iinhibitors of HIV-1 Budding by Blocking the Interaction of PTAP/TSG101 | Fluorescence polarization, FITC-PTAP peptide / Tsg101 binding | 340,000 tested, under 10 active | AID 493005, 2010 | Potency, µM (top dose mostly 115 µM), without a hit: at the highest dose activity change, negative = inhibition, usual class: inhibitors | Tumor susceptibility gene 101 protein (Homo sapiens), Q99816; active means well fitted inhibition curve with a large enough effect in the main read-out, with a control signal flat, not every such curve was filed as active; inconclusive means small, poorly fitted or top-dose-only effect, or effect the other way, or a change in a side signal; inactive means no such curve, though single readings can be large or run the other way; further: potency means the concentration at half of the fitted maximal effect; % of control where 0% means no effect
# Target sequence (Q99816 whole entry, looked up): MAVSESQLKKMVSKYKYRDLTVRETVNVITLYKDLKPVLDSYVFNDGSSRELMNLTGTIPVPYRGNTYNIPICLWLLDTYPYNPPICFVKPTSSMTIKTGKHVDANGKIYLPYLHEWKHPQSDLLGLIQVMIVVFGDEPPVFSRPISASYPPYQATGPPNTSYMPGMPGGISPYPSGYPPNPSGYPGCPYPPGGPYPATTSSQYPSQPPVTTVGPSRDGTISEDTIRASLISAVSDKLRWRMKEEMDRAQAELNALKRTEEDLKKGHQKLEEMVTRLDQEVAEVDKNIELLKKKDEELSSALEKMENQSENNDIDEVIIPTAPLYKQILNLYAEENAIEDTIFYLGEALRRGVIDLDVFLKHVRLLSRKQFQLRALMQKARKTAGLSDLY
#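 Fluorescence polarization binding of Tsg101 binding domain (10 uM final) to FITC-labeled PTAP peptide (50 nM final) in HEPES pH 7.5 buffer with NaCl, Tween 20, EDTA, TCEP. Compounds added before peptide; binding 20 min at RT.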
# ASM inhibitor: Inhibitors of Secretory Acid Sphingomyelinase (S-ASM): qHTS | Sphingomyelin phosphodiesterase (Homo sapiens), P17405 | placental ASM, HMU-PC fluorogenic substrate, 60 min | Potency, µM (series often up to 57.5 µM), inactives show at the top dose activity change, negative = inhibition, usual class: inhibitors | actives 0.006% (n = 340,000) | AID 504937, 2011; further: potency means the concentration at half of the fitted maximal effect
#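 Steps: dispense placental human ASM, pin compound, wait 10 min at room temperature, add HMU-PC0 substrate at 9 uM final, incubate 60 min at 37 °C, add stop solution raising pH to 10, read fluorescence.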
# a7 integrin act: qHTS for Activators of Integrin-Mediated Alleviation for Muscular Dystrophy | alpha7betagal myoblasts, beta-gal FDG fluorescence, 48 h | actives 0.064% (n = 350,000) | Potency, µM (highest dose often 38.3 µM), for the others: at the highest dose activation, hits mostly activators | AID 624291, 2012;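 further: potency means the concentration at half of the fitted maximal effect; 100% = response of the positive control SU9516; nearly all actives have a fitted effect of over 60% in size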
#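 Alpha7betagal+/- myoblasts (passage 13) were plated 16-24 hr, then exposed to compounds (1:260 dilution of DMSO stock) for 48 hours at 37C. After MPER lysis, β-galactosidase reporter activity was read as FDG fluorescence (ex 480/em 540) after 30 minutes.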
# Mito fusion act: qHTS Assay for Small Molecule Inhibitors of Mitochondrial Division or Activators of Mitochondrial Fusion. S. cerevisiae fusion-defective mutant growth rescue, CellTiterGlo 48 h. Potency, µM (series often up to 46.1 µM), for the others: top-dose growth rescue (activation), hits mostly activators. actives 0.23% (n = 320,000). AID 485298, 2010;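 further: potency means the concentration at half of the fitted maximal effect; % of control where 0% means no effect; nearly all actives have a fitted effect of over 45% in size; temperature-sensitive fusion mutants such as fzo1-1 at 37 °C on non-fermentable ethanol glycerol medium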
#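 Luminescent cell viability in 1536-well qHTS format served as the measure of rescued growth in ts fusion-mutant S. cerevisiae cultured on non-fermentable YPEG for 48 hours at 37C.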
# Menin MLL FP TR: qHTS Assay for Inhibitors Targeting the Menin-MLL Interaction in MLL Related Leukemias: Competition With Texas Red Labeled MLL-derived Mutant Peptide; Potency, µM (doses to about 61.6 µM), without a hit: top-dose FP activity change, negative = inhibition, hits mostly inhibitors; O00255; actives 0.23% (n = 270,000); Menin + Texas Red MLL mutant peptide, fluorescence polarization; AID 1768, 2009; active means well fitted inhibition curve with a large enough effect in the polarisation, with a control signal flat, not every such curve was filed as active; inconclusive means small, poorly fitted or top-dose-only effect, or effect the other way, or a change in a side signal; inactive means no such curve, though single readings can be large or run the other way; the % refers to the polarisation; further: potency means the concentration at half of the fitted maximal effect; % of control where 0% means no effect; many of its hits are not listed in these tables
# Target sequence (O00255 whole entry, looked up): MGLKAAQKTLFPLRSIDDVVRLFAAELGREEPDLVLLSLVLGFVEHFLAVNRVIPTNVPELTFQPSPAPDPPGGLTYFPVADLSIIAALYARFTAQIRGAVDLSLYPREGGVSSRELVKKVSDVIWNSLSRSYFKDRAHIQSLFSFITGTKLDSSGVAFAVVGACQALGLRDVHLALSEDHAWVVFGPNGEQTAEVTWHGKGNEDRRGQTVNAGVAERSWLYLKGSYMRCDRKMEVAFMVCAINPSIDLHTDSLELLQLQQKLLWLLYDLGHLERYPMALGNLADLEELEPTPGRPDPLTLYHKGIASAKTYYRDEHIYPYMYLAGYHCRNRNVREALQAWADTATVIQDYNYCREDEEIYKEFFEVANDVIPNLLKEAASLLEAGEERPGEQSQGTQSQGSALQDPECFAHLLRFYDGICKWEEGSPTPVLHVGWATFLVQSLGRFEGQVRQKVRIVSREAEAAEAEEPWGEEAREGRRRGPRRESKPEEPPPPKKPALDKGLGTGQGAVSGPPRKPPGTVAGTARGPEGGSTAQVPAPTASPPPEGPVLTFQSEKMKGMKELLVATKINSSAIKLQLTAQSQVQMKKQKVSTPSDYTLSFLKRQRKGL
# MBNL1-CUG inh: qHTS Assay for Inhibitors of MBNL1-poly(CUG) RNA binding; actives 0.036% (n = 280,000); Potency, µM (series often up to 57.5 µM), inactives show top-dose activity change, negative = inhibition, most hits filed as inhibitors; Muscleblind-like protein 1 (Homo sapiens), Q9NR56; TR-FRET MBNL1-His/biotin-(CUG)12 binding, 665/545 ratio; active means well fitted inhibition curve with a large enough effect in the signal ratio, with a control signal flat, not every such curve was filed as active; inconclusive means small, poorly fitted or top-dose-only effect, or effect the other way, or a change in a side signal; inactive means no such curve, though single readings can be large or run the other way; the % refers to the signal ratio; further: potency means the concentration at half of the fitted maximal effect; on the % scale 0 is the no-effect control and ±100 the full control effect
#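 Compound titration spanned 92 nM–58 uM against the MBNL1-His/biotin-(CUG)12 complex. After 60 min at room temperature with 5 nM streptavidin-XL665 and 0.055 ng/ul terbium anti-His, ratiometric 665/545 nm emission (Ex 340 nm) normalized to controls.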
# AT treatment: qHTS Assay for Identifying a Potential Treatment of Ataxia-Telangiectasia | actives 0.19% (n = 320,000) | […] A-T fibroblasts, KAP-1 phosphorylation AlphaLISA; neocarzinostatin DNA damage 30 min before lysis | Potency, µM (doses to about 57.5 µM), for inactives: at the highest dose activation, usual class: activators | AID 485349, 2010; further: potency means the concentration at half of the fitted maximal effect; % of control where 0% means no effect; nearly all actives have a fitted effect of over 45% in size
#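 ATM-like activity read as KAP-1 phosphorylation via AlphaLISA donor/acceptor antibody pairs after lysis and 6 hr at 25C. Cells were ATM-null patient fibroblasts ([…], hTERT), dosed 60 min, then exposed to the DSB inducer NCS for 30 min.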
# TSHR antagonist: Antagonists of the Thyroid Stimulating Hormone Receptor: HTS campaign; TSHR-expressing cells, TSH-stimulated cAMP HTRF, 2 h; active compounds read low; Thyrotropin receptor (Homo sapiens), P16473; activity change, negative = inhibition, % at 11.5 µM; actives 0.2% (n = 330,000);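 active means activity change below a set negative limit, meaning inhibition stronger than a set level, cut at about -70% in these data; inconclusive means activity change between two set negative limits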; further: on the % scale 0 is the no-effect control and ±100 the full control effect
#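 TSHR-expressing cells were treated with compounds, then stimulated with TSH at EC80 (4nM final) for 2 hours at 37 deg C. Cellular cAMP was measured by HTRF competition between lysate cAMP and cAMP-d2 for a cryptate-labelled anti-cAMP antibody.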
# TCR activator: Activators of T cell receptors: qHTS campaign; Potency, µM (doses to about 9.22 µM), without a hit: at the top dose activation of IL-2 secretion, most hits filed as activators; primary human leukocytes, anti-CD3, IL-2 HTRF, 48 h; 330,000 tested, under 10 active; further: % of control where 0% means no effect
#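 Using a-CD3 beads without co-stimulation, primary human leukocytes were exposed to compounds for 48 hr. An HTRF IL-2 kit measured the cytokine, with europium-to-d2 energy transfer producing emission at 665nm upon 320nm excitation.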
# MLL CXXC-DNA inh: qHTS Fluorescence Polarization Assay for Inhibitors of MLL CXXC domain - DNA interaction; Histone-lysine N-methyltransferase 2A (Homo sapiens), Q03164; MLL-CXXC / FITC-HOXA9 DNA fluorescence polarization; Potency, µM (series often up to 115 µM), for inactives: at the highest dose activity change, negative = inhibition, most hits filed as inhibitors; actives 0.037% (n = 290,000); active means well fitted inhibition curve with a large enough effect in the polarisation, with a control signal flat, not every such curve was filed as active; inconclusive means small, poorly fitted or top-dose-only effect, or effect the other way, or a change in a side signal; inactive means no such curve, though single readings can be large or run the other way; the % refers to the polarisation; further: potency means the concentration at half of the fitted maximal effect
#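 Steps: dispense CXXC domain solution (7 uM) → pin compounds or unlabeled HOX-A9 DNA control → 5 min ambient → add FLSN-HOX-A9 solution (50 nM) → spin → 30 min ambient → fluorescence polarization. Tris pH 7.5/NaCl/DTT/BSA buffer.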
# Numbers without * were called inactive; i = inactive; ? = inconclusive; · = not tested or not shown; [ ] = remark or other dose. Unless noted, the call rests on the fitted dose curve; in most records, active means well fitted curve in the direction sought with a large enough effect; inconclusive means small, poorly fitted or top-dose-only effect, or another doubt; inactive means no such curve, though single readings can be large; an effect the other way counts as inactive or inconclusive.
SMILES,TSG101-PTAP inh,ASM inhibitor,a7 integrin act,Mito fusion act,Menin MLL FP TR,MBNL1-CUG inh,AT treatment,TSHR antagonist,TCR activator,MLL CXXC-DNA inh
CCC(=O)Nc1cccc(NC(=S)NC(=O)c2cccc(C)c2)c1,1%,-8%,-20%,15%,1%,3%,3%,0,-5%[46.1 µM],-2%
COC(=O)c1sc(NC(=S)NNC(=O)c2c(Br)c(C)nn2C)c(C(=O)OC)c1C,-3%,6%,17%,1%,?,20%,0%,i,-57%,-30%
COc1ccc(C(NC(=O)c2ccc(=O)[nH]c2)C(=O)Nc2ccc(C(C)C)cc2)cc1 (configuration not stated),0%,-1%,31%,19%,?,-3%,-2%,3,2%,-6%
COc1ccc(/C=C(\NC(=O)c2ccccc2)C(=O)OCC2CCCN3CCCCC23)cc1OC (configuration not stated),-4%,0%,9%,2%,-1%,?,1%,3,-6%,10%
O=C(NC1CCCCC1)c1noc2c1CCCCC2,-3%,3%,-17%[7.66 µM],12%,-4%,1%,-3%,4,10%,1%
O=C(CN1C(=O)c2ccccc2S1(=O)=O)N1CCN(c2ccccc2)CC1,-5%,-3%,17%[7.66 µM],0%,-3%,2%,1%,10,2%,0%
CCN1C(=O)CC(C(=O)Nc2ccc(F)cc2)SC1=Nc1cccc(OC)c1 (configuration not stated),-4%,-9%,32%,3%,?,1%,9%,-2,5%,0%
CC1CCc2nn(CC(=O)N3CCc4ccccc43)cc2C1 (configuration not stated),-5%,2%,6%,1%,-2%,4%,-2%,21,-3%,-3%
O=C(NCC(=O)N(CCN1CCOCC1)C(C(=O)NC1CCCC1)c1cccnc1)c1cccs1 (configuration not stated),4%,0%,2%,-3%,-15%,9%,-3%,-3,5%,3%
N#CC[C@H](c1ccccc1)N1CCN(Cc2ccccc2)CCC1=O,-5%,17%,6%,2%,-27%,-3%,-4%,11,-4%,3%
CCN1C(c2ccccc2)C(C)C(=O)C(C)C1c1ccccc1 (configuration not stated),-8%,1%,-19%,7%,-15%,-9%,?,11,-14%,-2%
Cc1nnc(NC(=O)Cc2ccc(OCc3c(C)noc3C)cc2)s1,-6%,8%,10%[7.66 µM],0%,11%,1%,0%,-14,0%,-5%
Cc1cc(OCC(=O)Nc2cc(C(C)(C)C)on2)ccc1[N+](=O)[O-],1%,-4%,7%,-4%,·,3%,3%,-13,4%,2%
Cn1c(SCC(=O)NCCc2ccccc2)nnc1-c1ccco1,-4%,0%,-2%,-1%,11%,-2%,3%,-1,0%,7%
COc1ccc(-c2cnn(-c3ccccc3)c2N)cc1OC,-13%,1%,23%,-1%,0%,-8%,-3%,4,6%,8%
Cc1cc(NCCCO)n2c(nc3ccccc32)c1C#N,2%,i,23%,-1%,-12%,81%[activator],?,-6,-1%,11%
Cc1c(NC(=O)c2ccccc2N(C)S(=O)(=O)c2ccccc2)c(=O)n(-c2ccccc2)n1C,0%,0%,-11%,-2%,-6%,-2%,-3%,8,0%,0%
CCCCC12CN3CCN(CC(C3)/C1=N\NC(=O)Nc1ccccc1)C2,-1%,2%,-23%,-7%,?,3%,-1%,-2,1%[46.1 µM],0%
Cc1onc(-c2c(F)cccc2Cl)c1C(=O)NCCc1ccncc1,·,3%,?,-1%,·,-5%,10%,4,-3%,-4%
O=c1c2cnn(-c3ccc(F)cc3)c2ncn1Cc1ccccn1,·,·,·,-7%,1%,-7%,-5%,-17,·,0%
CN(CC(=O)Nc1ccc(F)cc1)C(=O)CSc1nnc(Cc2ccccc2)o1,-1%,2%,-1%,·,·,·,10%,-1,-1%,·
Cc1nc(NCC2CCCO2)c2oc3ccccc3c2n1 (configuration not stated),-3%,-1%,-18%,-8%,-19%,-2%,·,-5,-1%,-10%
Cc1c(N)cc(N)cc1C(=O)O,-2%,7%,-16%,-5%,·,?,2%,3,1%,1%
CCC(C)Nc1c2c(nc3c(-c4ccccc4)c(C)nn13)CCC2 (configuration not stated),-9%,-3%,-11%,1%,?,-3%,1%,-12,-4%,3%
COc1ccc(C2=Nn3c(nnc3-c3ccncc3)SC2)cc1OC,-6%,2%,-47%[inhibitor],6%,·,17%,-4%,-15,-7%,0%

# Additional structures:
SMILES,TSG101-PTAP inh,ASM inhibitor,a7 integrin act,Mito fusion act,Menin MLL FP TR,MBNL1-CUG inh,AT treatment,TSHR antagonist,TCR activator,MLL CXXC-DNA inh
CC(C)NC(=O)C(=O)Nc1ccc2c(c1)N(S(=O)(=O)c1cccs1)CCC2,-2%,-2%,-2%,12%,·,·,7%,0,-8%,·
CCOc1ccc(N(CC(=O)NCc2ccccc2Cl)S(=O)(=O)c2c(C)noc2C)cc1,-2%,-3%,27%,5%,·,-1%,4%,-14,-1%,21%
CCN(CC(=O)Nc1ccc(NC(C)=O)cc1)C(=O)/C=C/c1cn(-c2ccccc2)nc1-c1ccc(C)cc1,-2%,-22%,7%,-2%,·,12%,12%,2,1%,6%
COc1ccc(-n2c(C)cc(C(=O)COC(=O)Cc3n[nH]c(=O)c4ccccc34)c2C)cc1,-1%,0%,-39%,14%,-19%,0%,-4%,-14,16%[46.1 µM],0%
CN1CCCN(Cc2cccc3ccccc23)CC1,1%,4%,-50%[inhibitor],-2%,-29%,0%,3%,1,-2%,2%
CC1=NN(c2ccc(C)cc2)C(=O)/C1=C\c1ccc(Br)s1,-1%,-3%,-23%,-6%,-12%,·,21%,36,-5%,26%
CC(C)Oc1ccc(C(=O)NCc2cccs2)cc1,1%,-3%,3%,1%,1%,6%,-5%,-4,7%,-4%
Cc1[nH]c(C)c(S(=O)(=O)NCc2ccc(F)cc2)c1C(=O)N1CCCCC1,-2%,3%,-26%,4%,·,-2%,-1%,-1,4%,6%
COc1ccc(CCNC(=O)Cc2ccc(OC)c(OC)c2)cc1OC,-9%,-3%,10%,0%,5%,6%,-1%,3,1%,-27%
C=CCn1c(O)c(C=Nc2ccc(Cc3ccncc3)cc2)c(=O)[nH]c1=S,-3%,0%,15%,-2%,-5%,2%,6%,-2,-1%,0%
CCc1sc(/C=C(/C#N)C(N)=S)cc1[N+](=O)[O-],3%,-2%,3%,-5%,?,?,6%,49,-12%,-8%
c1ccc(N2CCN(c3ncnc4sc5c(c34)CCC5)CC2)cc1,-5%,-7%,16%,?,0%,12%,8%,-36,-2%,-9%
COc1cc(CNCc2ccccn2)ccc1OCc1ccccc1Cl,0%,5%,-28%,-4%,?,·,1%,-4,5%[46.1 µM],5%
CCCCCOc1ccc(C(=O)N(Cc2ccco2)C2CCS(=O)(=O)C2)cc1 (configuration not stated),-3%,0%,-24%,-1%,?,4%,10%,0,0%,10%

# Arranged by molecular weight (low to high): some entries from above.
SMILES,TSG101-PTAP inh,ASM inhibitor,a7 integrin act,Mito fusion act,Menin MLL FP TR,MBNL1-CUG inh,AT treatment,TSHR antagonist,TCR activator,MLL CXXC-DNA inh
CC(C)Oc1ccc(C(=O)NCc2cccs2)cc1,1%,-3%,3%,1%,1%,6%,-5%,-4,7%,-4%
COc1ccc(CCNC(=O)Cc2ccc(OC)c(OC)c2)cc1OC,-9%,-3%,10%,0%,5%,6%,-1%,3,1%,-27%
CC1=NN(c2ccc(C)cc2)C(=O)/C1=C\c1ccc(Br)s1,-1%,-3%,-23%,-6%,-12%,·,21%,36,-5%,26%
COc1ccc(-n2c(C)cc(C(=O)COC(=O)Cc3n[nH]c(=O)c4ccccc34)c2C)cc1,-1%,0%,-39%,14%,-19%,0%,-4%,-14,16%[46.1 µM],0%

# Some of the compounds tested (hit frequency here may not be typical).
